# Assay outcomes as filed in PubChem.
# PHOSPHO1 block: PubChem AID 1565; hit rate 1.1% among 290,000; recombinant PHOSPHO1, absorbance phosphatase assay; Phosphoethanolamine/phosphocholine phosphatase (Homo sapiens), Q8TCT1; inhibition, % at 13.3 µM; in the data active means inhibition above about 60%
# IDE cell inh: human IDE inhibitors in live cells, primary screen, fluorescence polarization, HEK cells, FAbetaB substrate; Insulin-degrading enzyme (Homo sapiens), P14735; FAbetaB cleavage; inhibition, % at 5.59 µM; hit rate 0.41% among 320,000;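 active means percent inhibition above the average of all tested compounds plus 3 SD, set per screening campaign, cut at about 16% in these data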;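 further: IDE supplied by intact live HEK cells; FP after avidin binding of uncleaved biotin substrate so inhibition keeps polarization high; 0% = DMSO wells and 100% = 60 µM reference IDE inhibitor Ii1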
# IDE act: human IDE activators in live cells, primary screen, fluorescence polarization, HEK cells, FAbeta-B substrate; Insulin-degrading enzyme (Homo sapiens), P14735; FAbeta-B cleavage; 0% vehicle, 100% cell-free pure enzyme wells; activation, % at 5.96 µM; hit rate 0.073% among 340,000; AID 493087, 2011;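 active means activation above the mean of all tested compounds plus 3 SD, set per screening campaign, cut at about 17% in these data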
# GPR7 antagonist: GPR7 receptor antagonists, primary screen, cell-based, fluorescence, single concentration. GPR7-expressing cells, fluorescence antagonist assay. inhibition, % at 4.4 µM. hit rate 1.1% among 290,000. AID 1861, 2009; in the data active means inhibition above about 16%, passing the limit was not always enough;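 further: cells stimulated with the agonist NPW; 0% = agonist with vehicle and 100% = vehicle without agonist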
# PfM18AAP inh: PfM18AAP inhibitors, malaria aminopeptidase, primary screen, biochemical, QFRET, recombinant enzyme; H-Glu-NHMec fluorogenic cleavage; M18 aspartyl aminopeptidase (Plasmodium falciparum 3D7); inhibition, % at 7.35 µM; hit rate 1.2% among 290,000;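 active means inhibition above the campaign mean inhibition over all tested compounds plus 3 SD, cut at about 28% in these data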;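 further: 0% = plate median of test compound wells and 100% = 2 mM ZnCl2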
# IMP-1 inhibitor: IMP-1 metallo-beta-lactamase inhibitors, primary screen, biochemical, epi-absorbance readout, Pseudomonas aeruginosa enzyme; metallo-beta-lactamase IMP-1 (Pseudomonas aeruginosa); purified IMP-1, nitrocefin hydrolysis, epi-absorbance fluorescence; inhibition, % at 5.6 µM; hit rate 0.45% among 290,000; AID 1556, 2009;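 active means inhibition above the mean plus 3 SD of all compounds in the same screening run, cut at about 4.5% in these data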;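 further: 0% = IMP-1 with DMSO and 100% = DMSO wells lacking enzyme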
#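 System: Purified IMP-1 | Read-out basis: Percent enzyme inhibition | Controls: IMP-1 with DMSO as 0%, enzyme-free DMSO as 100% | Replicates: One well per compound | Doses: 5.6 µM nominal single concentration | Detection: Epi-absorbance fluorescence, 480 nm excitation, 530 nm emission | Incubation: 25 °C, 15 min preincubation, 25 min reaction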
# pCIP destab: p/CIP-EGFP fusion destabilizers, primary screen, fluorescence, F442A cells. 16 h. decrease of EGFP signal, % at 10 µM. hit rate 0.01% among 290,000;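 active means EGFP signal decrease of at least 30% at 10 µM or well 3 SD below plate mean, unless failing retest; inactive means the rest, including hits failing retest or dose response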; further: some compounds called inactive have numbers as strong as hits; many of its hits are not listed in these tables
# Target sequence (Q05BA5 1-1403): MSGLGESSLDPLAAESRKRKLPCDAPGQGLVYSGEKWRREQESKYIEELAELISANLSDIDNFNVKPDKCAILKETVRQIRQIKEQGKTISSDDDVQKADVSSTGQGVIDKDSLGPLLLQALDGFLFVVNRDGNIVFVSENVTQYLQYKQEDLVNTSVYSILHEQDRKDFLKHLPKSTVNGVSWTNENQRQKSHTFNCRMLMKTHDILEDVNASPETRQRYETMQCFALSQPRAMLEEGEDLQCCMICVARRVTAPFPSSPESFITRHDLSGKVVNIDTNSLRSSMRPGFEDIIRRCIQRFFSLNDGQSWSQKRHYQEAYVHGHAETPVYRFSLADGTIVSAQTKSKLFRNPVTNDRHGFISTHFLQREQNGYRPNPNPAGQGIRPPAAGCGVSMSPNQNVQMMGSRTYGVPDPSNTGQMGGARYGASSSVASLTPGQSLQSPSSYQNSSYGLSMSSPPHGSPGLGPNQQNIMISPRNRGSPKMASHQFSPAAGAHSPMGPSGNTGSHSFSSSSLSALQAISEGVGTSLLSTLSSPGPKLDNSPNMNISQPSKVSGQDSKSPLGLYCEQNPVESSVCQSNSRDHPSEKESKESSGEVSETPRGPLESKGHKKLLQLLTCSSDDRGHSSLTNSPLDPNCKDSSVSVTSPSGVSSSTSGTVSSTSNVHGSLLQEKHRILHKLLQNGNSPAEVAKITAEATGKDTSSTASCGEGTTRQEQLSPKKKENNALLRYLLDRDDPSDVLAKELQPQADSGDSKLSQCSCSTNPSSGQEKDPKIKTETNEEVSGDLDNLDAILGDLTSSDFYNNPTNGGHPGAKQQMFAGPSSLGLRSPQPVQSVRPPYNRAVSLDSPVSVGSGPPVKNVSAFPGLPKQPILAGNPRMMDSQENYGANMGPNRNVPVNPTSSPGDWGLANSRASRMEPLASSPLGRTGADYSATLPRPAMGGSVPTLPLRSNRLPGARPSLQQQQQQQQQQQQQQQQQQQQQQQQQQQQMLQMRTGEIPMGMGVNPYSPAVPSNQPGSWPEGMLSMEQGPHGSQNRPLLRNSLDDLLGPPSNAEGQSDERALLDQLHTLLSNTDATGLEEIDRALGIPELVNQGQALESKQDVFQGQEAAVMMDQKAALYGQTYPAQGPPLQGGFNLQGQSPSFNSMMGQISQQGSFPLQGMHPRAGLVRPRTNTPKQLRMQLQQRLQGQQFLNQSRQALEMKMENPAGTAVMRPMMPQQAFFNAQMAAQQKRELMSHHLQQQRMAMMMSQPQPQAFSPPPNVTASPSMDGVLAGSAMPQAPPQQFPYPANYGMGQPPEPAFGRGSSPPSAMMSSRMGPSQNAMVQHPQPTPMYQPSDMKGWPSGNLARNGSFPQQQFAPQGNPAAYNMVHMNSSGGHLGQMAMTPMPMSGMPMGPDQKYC
# NALP1 yeast inh: NALP1 inflammasome inhibitors in reconstituted yeast, colorimetric, S. cerevisiae, triplicate retest; hit rate 0.61% among 280,000; inhibition, % at 10 µM; S. cerevisiae NALP1/ASC/caspase-1 growth, X-gal OD620, 72 h; in the data active means inhibition mostly above about 24%, no sharp cut-off; inactive means mostly below about 32%; further: some compounds called inactive have numbers as strong as hits
# VIM-2 inh: VIM-2 metallo-beta-lactamase inhibitors, primary screen, biochemical, epi-absorbance readout, Pseudomonas aeruginosa enzyme | purified VIM-2, nitrocefin hydrolysis, epi-absorbance fluorescence | inhibition, % at 5.6 µM | hit rate 0.89% among 290,000 | AID 1527, 2009;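 active means inhibition above the mean of all tested compounds plus 3 SD, cutoff set per screening run, cut at about 7.5% in these data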;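 further: red hydrolysis product quenches plate fluorescence so inhibitors raise well fluorescence; 0% = enzyme with DMSO and 100% = DMSO without enzyme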
# * marks the source's active call; other numbers are inactive results; · = no result given.
SMILES,PHOSPHO1 block,IDE cell inh,IDE act,GPR7 antagonist,PfM18AAP inh,IMP-1 inhibitor,pCIP destab,NALP1 yeast inh,VIM-2 inh
O=C(C1CCC1)N1CCc2cc(S(=O)(=O)N3CCN(c4ccccn4)CC3)ccc21,-36,-4,3,18,7,1.1,4,-6,1.3
Cc1csc2ncc(C(=O)N(Cc3ccccc3)c3ccccn3)c(=O)n12,10,2,0,-2,5,-4.2,-5,27,-1.4
COc1ccc(OCCCC(=O)Nc2cccc([N+](=O)[O-])c2C)cc1,-9,10,-1,5,-3,1.4,0,7,-1.6
CCOC(=O)c1cnc(-c2ccccc2)nc1-c1ccccc1,12,-1,8,-6,-10,-3.1,5,11,-2.1
N#Cc1cc(-c2ccccc2)cnc1Sc1ccc(Cl)cc1,19,-8,6,-7,3,-4.3,2,9,-1.8
CCC(=O)Oc1ccc2c(=O)c(-c3ccc4ccccc4n3)c(CC)oc2c1C,2,-3,2,4,10,-0.3,5,14,2.4
O=C(NCCc1ccccc1)c1ccccc1NC(=O)C1CC=CCC1C(=O)O (centres undefined),-5,-1,8,-13,-8,-1.4,5,24,-2.5
COc1ccc(-c2cc(C#N)nc(Cl)n2)cc1,18,4,5,3,2,-4.7,-15,·,-1.2
COc1ccccc1NC(=S)N(CCc1c(C)[nH]c2ccccc12)Cc1cccs1,10,1,8,-4,7,-1.6,-7,25,-2.5
Cc1ccc(S(=O)(=O)/N=C2\C=C(Nc3cccc(C(=O)O)c3)C(=O)c3ccccc32)c(C)c1,32,0,10,-14,16,-7.0,-3,-11,-3.4
CC12CCC(=O)N1C(C(=O)Nc1nnc(SCc3ccc(F)cc3)s1)CS2 (centres undefined),1,8,0,9,1,-2.9,-4,1,-2.1
N#Cc1c2c(c(NCCN3CCOCC3)n3c1nc1ccccc13)CCCC2,24,0,-3,3,1,-3.4,-6,5,3.5
Nc1cc(C(=O)OCC(=O)NCCCc2ccccc2)ccc1Cl,24,0,-1,-2,1,-0.2,12,15,0.4
Cc1nc(SCCOc2ccc(F)cc2)c2ccccc2n1,-32,4,1,-10,-5,-1.9,10,-23,-0.5
Cc1nc2c(C)cccc2c2c1COC2,32,3,-4,-10,-7,-3.3,1,·,-3.1
COc1ccc2nc(SCCC(=O)O)cc(C)c2c1,16,7,3,-6,1,-1.8,-1,24,0.1
CCOc1ccccc1NC(=O)C1CCN(S(=O)(=O)c2c(C)nn(C)c2C)CC1,3,2,2,9,-5,-1.9,-3,7,-2.2
CCOc1ccccc1NC(=O)CCS(=O)(=O)c1ccc2c(c1)CC(C)N2C(C)=O (centres undefined),-14,-6,1,-7,3,-2.1,-4,10,-1.0
CCC(=O)c1cn(CC(=O)NCC2CCCO2)c2ccccc12 (centres undefined),-2,1,0,3,-8,-1.8,-9,13,0.5
CC(=O)Nc1ccc(S(=O)(=O)NCC(=O)NCCCc2ccccc2)cc1,6,-6,6,-8,-6,0.0,-8,25,0.4
CCCCOc1ccc(-c2nnn(CCC(=O)N3CCOCC3)n2)cc1,19,0,3,-4,-4,-2.0,-5,-9,-2.2
O=C(CCc1ccccc1)NNC(=O)c1ccccc1C(=O)O,-4,-2,-1,-6,1,-1.4,-8,30,-5.0
N/C(Cc1ccccc1Sc1ccccc1)=N\O,11,0,3,-1,8,-2.4,12,0,-2.2
CC(C)C(C)NC(=O)COc1ncnc2sccc12 (centres undefined),48,-8,2,14,2,-1.5,-7,-4,-1.9
N#Cc1ccc(CSc2nnc(-c3ccccn3)n2-c2ccc(Cl)cc2)cc1,37,3,5,7,2,-3.1,0,22,-3.0

# Look-ups from the list:
# In NALP1 yeast inh, COc1ccc2nc(SCCC(=O)O)cc(C)c2c1 has the entry 24
# In VIM-2 inh, COc1ccc(-c2cc(C#N)nc(Cl)n2)cc1 has the entry -1.2

# Next part:
SMILES,PHOSPHO1 block,IDE cell inh,IDE act,GPR7 antagonist,PfM18AAP inh,IMP-1 inhibitor,pCIP destab,NALP1 yeast inh,VIM-2 inh
CN(CC(=O)NC(=O)NC(C)(C)C)CC(=O)Nc1ccccc1Cl,24,-2,4,-4,-1,-3.1,1,-13,-4.3
Cc1cc2c(Nc3ccc(O)cc3)ncnc2s1,4,·,-1,-20,-11,-3.7,-28,2,-1.0
COc1ccc(/C=C/C(=O)Nc2ccccc2C(F)(F)F)cc1,-5,-4,-3,1,5,-2.1,-7,21,-0.5
O=C(c1cc(COc2ccc(F)cc2Cl)on1)N(CCO)Cc1cccs1,1,10,-1,6,-4,-3.0,2,8,-1.9
Cc1ccc2cc(C#N)c(SCC(=O)N3CCCc4ccccc43)nc2c1,-2,5,1,-1,-13,-0.5,-13,2,2.6
CCCCn1c(=N)n(CC(=O)C(C)(C)C)c2ccccc21,-6,3,-5,-9,-5,0.3,-10,36,-2.0
CN1CCN(C(=O)c2cc(S(=O)(=O)Nc3ccccc3F)c(Cl)cc2Cl)CC1,46,1,1,-21,-1,-3.0,6,6,-2.9
COc1ccc(CN(CC(O)COc2cccc3[nH]cc(C)c23)C(C)(C)C)cc1 (centres undefined),33,-1,2,-3,-1,-1.6,-1,0,-0.8
CCN(CC)CCn1c(NCc2ccc3c(c2)OCO3)nc2ccccc21,24,-5,1,-5,11,-1.5,-12,-6,-1.8
CCOc1ccc(NC(=O)CN2C(=O)COc3ccc(S(=O)(=O)N4CCCC4)cc32)cc1,48,-2,-2,-4,-1,-2.2,-4,15,-1.7
CCC(=O)N1CCc2cc(S(=O)(=O)NCCC(=O)NCc3ccccc3OC)ccc21,41,4,-1,-9,0,-0.9,2,29,-1.7
C=CCN(CC=C)C(=O)CN1C(=O)NC(Cc2c[nH]c3ccccc23)C1=O (centres undefined),38,-2,1,-26,-10,-1.5,4,12,-0.2
COc1ccc(C(=O)NCC(=O)OCC(=O)Nc2cccc(S(=O)(=O)N3CCCC3)c2)cc1,20,-2,-4,9,-2,1.3,-7,·,0.1
CCn1c(CN2CCN(C(c3ccccc3)c3ccccc3)CC2)nc2c1c(=O)n(C)c(=O)n2C,6,3,2,-4,10,0.7,-3,18,-0.3
CCOc1ccccc1OCCOCCOc1ccccc1[N+](=O)[O-],5,0,3,0,-2,-2.3,8,26,-2.2
COc1cc(CNC2CCCC2)cc(Cl)c1OCc1ccccc1F,5,2,0,9,-5,-6.3,-3,35,-5.1
Cc1ccc(Oc2nc3ccccn3c(=O)c2/C=C(\C#N)C(=O)NC2CCS(=O)(=O)C2)c(C)c1 (centres undefined),32,0,1,3,2,-3.1,-4,5,-2.6
COC(=O)c1ccccc1NC(=O)COc1ccc(S(=O)(=O)N2CCCC2)cc1C,-14,-1,5,-13,2,-4.1,3,18,-1.6
Cn1nc(SCC(=O)O)sc1=S,9,-5,6,-9,5,-1.5,0,2,-3.4
COc1cccc(Nc2ncccc2C(=O)NCc2ccccc2)c1,10,·,-1,-17,-5,-5.7,-11,-4,-3.4
O=C(NNS(=O)(=O)c1ccc(Cl)cc1Cl)c1cc2ncc(C(F)(F)F)cc2s1,33,-3,8,-14,2,-0.4,0,18,-1.4
Oc1cccc(Nc2nc(-c3ccccc3)nc3ccccc23)c1,46,1,3,4,-4,-2.4,-6,17,0.1
O=C(C1CCC(=O)N(C2CC2)C1)N1CCC(Oc2ccccc2F)CC1 (centres undefined),21,4,6,-9,-10,-1.4,-2,22,-0.1
CCc1ccccc1N(C1=NCCCS1)S(=O)(=O)c1ccc(C(C)(C)C)cc1,-21,4,7,-5,-10,-0.7,-11,19,-0.3
O=C(Cn1cnc2ccccc21)OCC(=O)N1CCCc2ccccc21,-13,-2,0,-3,5,-3.3,-8,11,-3.4

# An excerpt of these results, with values under each structure.
# Order of values: PHOSPHO1 block | IDE cell inh | IDE act | GPR7 antagonist | PfM18AAP inh | IMP-1 inhibitor | pCIP destab | NALP1 yeast inh | VIM-2 inh
COc1ccc(/C=C/C(=O)Nc2ccccc2C(F)(F)F)cc1
    -5 | -4 | -3 | 1 | 5 | -2.1 | -7 | 21 | -0.5
CCC(=O)c1cn(CC(=O)NCC2CCCO2)c2ccccc12 (centres undefined)
    -2 | 1 | 0 | 3 | -8 | -1.8 | -9 | 13 | 0.5

# Next part.
SMILES,PHOSPHO1 block,IDE cell inh,IDE act,GPR7 antagonist,PfM18AAP inh,IMP-1 inhibitor,pCIP destab,NALP1 yeast inh,VIM-2 inh
CCc1ccc(NC(=O)NCc2ccc3c(c2)OCO3)cc1,31,-1,3,-19,-1,-2.5,-1,19,-2.5
CC(C)Oc1ccc(Cc2n[nH]c(=S)n2Cc2ccccc2)cc1Cl,-73,-1,1,-17,1,-4.3,-5,-10,-4.8
C=CCNC(=S)NC(=O)c1ccc(C)c(Br)c1,18,-1,2,-1,0,-3.0,-5,1,-3.2
CC(NC(=O)CCC(=O)N1CCN(S(=O)(=O)c2ccc(Cl)cc2)CC1)c1ccccc1 (centres undefined),-12,3,5,-9,-1,-4.7,4,18,1.3
Cc1cc(C)cc(C(=O)NCC(=O)OCC(=O)N(C)C2CCS(=O)(=O)C2)c1 (centres undefined),3,-2,7,-1,-3,-1.5,2,26,-6.8
CCOC(=O)N1CCN(C(=O)C(C)c2ccc([N+](=O)[O-])cc2)CC1 (centres undefined),32,-2,0,4,2,-3.7,-14,9,-3.8
O=C(N/N=C/c1cn(Cc2ccccc2)c2ccccc12)c1cc(O)cc(O)c1,8,·,0,-3,-1,-2.9,-17,2,-4.2
COc1cccc(NC(=O)CSc2nnc3cc(C)nc(N)n23)c1,28,-3,7,-9,1,1.4,-6,17,-0.9
COC(=O)c1ccc(C(=O)OC)nc1,23,4,1,2,-5,-3.6,0,15,0.0
Cc1ccc(NC(=O)CCc2ccc(S(=O)(=O)NC3CCCCC3)cc2)cc1,42,12,-5,5,-1,-2.3,-9,4,-2.2
O=C(NN=C1CCCC1)c1n[nH]c2c1CCCC2,50,0,-6,4,-9,-6.1,-18,-5,-4.9
COc1ccc(N(CC(=O)Nc2cccc(N(C)S(C)(=O)=O)c2)S(C)(=O)=O)cc1OC,-27,0,3,-10,10,-3.2,0,-1,-2.9
O=C(c1cc([N+](=O)[O-])ccc1Cl)N1CCN(c2ccccn2)CC1,18,-3,5,-6,-1,-0.9,-1,-16,-1.1
Cc1ccc(-c2nnc(-c3cccs3)o2)cc1,16,-2,10,1,-19,-3.5,-2,11,0.3
O=C(CS(=O)(=O)c1cn(Cc2ccc(Cl)cc2)c2ccccc12)N1CCCCC1,-6,3,8,-9,6,-3.8,-3,30,-4.4
Cc1[nH]n(-c2ccccc2)c(=O)c1N=Nc1ccccc1C(=O)N1CCOCC1,-23,-6,4,-2,3,-1.8,4,27,-5.2
CC(=O)Nc1ccc(N(C(=O)CNC(=O)c2cccs2)C(C(=O)NC(C)(C)C)c2ccccc2)cc1 (centres undefined),12,-4,-2,-5,0,-5.7,-1,-21,-1.7
COc1ccc(N2C(=O)C3CCCN3C2c2cccc(OC)c2OC)cc1 (centres undefined),-9,3,7,9,2,-1.4,-10,16,-2.1
